# CHRM1 antagonist – human M1 muscarinic receptor antagonists, primary screen, CHO-K1 cells, Fluo-8 calcium fluorescence, 1536-well. Muscarinic acetylcholine receptor M1 (Homo sapiens), P11229. CHO-K1 hM1, ACh EC80 antagonist. inhibition, % at 3 µM. 360,000 compounds, 1.3% hits. AID 588852, 2011;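 active means percent inhibition above its own plate's cutoff, namely the mean of that plate's compound wells plus 3 SD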;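 further: peak over basal fluorescence ratio during 140 s after agonist addition; 0% = ACh EC80 plus DMSO and 100% = DMSO alone without agonist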
# Target sequence (P11229 whole entry, looked up): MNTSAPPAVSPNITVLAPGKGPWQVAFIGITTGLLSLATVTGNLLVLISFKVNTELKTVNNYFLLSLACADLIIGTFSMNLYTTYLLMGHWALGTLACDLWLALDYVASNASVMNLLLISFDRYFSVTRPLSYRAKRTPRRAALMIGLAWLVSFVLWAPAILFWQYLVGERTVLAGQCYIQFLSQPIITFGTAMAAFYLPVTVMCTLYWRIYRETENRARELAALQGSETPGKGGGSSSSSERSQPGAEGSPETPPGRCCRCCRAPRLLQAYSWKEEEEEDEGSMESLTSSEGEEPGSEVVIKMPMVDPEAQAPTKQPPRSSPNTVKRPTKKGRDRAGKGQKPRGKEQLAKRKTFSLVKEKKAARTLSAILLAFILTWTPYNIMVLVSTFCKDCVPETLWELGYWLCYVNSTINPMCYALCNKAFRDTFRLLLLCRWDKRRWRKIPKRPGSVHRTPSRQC
# CHO-K1 Ca ag – counter-screen for M1 agonists: effect in parental CHO-K1 cells | Fluo-8 calcium fluorescence; scaled to maximal ATP response, vehicle zero | activation, % at 3 µM | 360,000 compounds, 0.48% hits; in the data active means activation above about 15%;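 further: untransfected CHO-K1 host cells lacking M1 receptor as counterscreen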
# CHO-K1 Ca PAM – nonselective calcium activators in parental CHO-K1 cells, primary screen, counter-screen for M1 PAM project, cell-based, Fluo-8 calcium fluorescence, full deck, 1536-well. activation, % at 3 µM. 360,000 compounds, 0.02% hits. ATP EC20; 0% at ATP EC20, 100% at ATP max;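 active means activation above the run cutoff, the mean activation of all test compounds plus 3 SD, cut at about 40% in these data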;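 further: peak over basal fluorescence ratio in a 140 s read after ATP addition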
# TAAR1 ag – human TAAR1 agonists, primary screen, Fluo-8 calcium fluorescence, CHO RD-HGA16 cells; 360,000 compounds, 0.99% hits; vehicle wells 0%, saturating PEA agonist 100%; AID 624467, 2012; Trace amine-associated receptor 1 (Homo sapiens), Q96RJ0; activation, % at 3 µM;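 active means activation above the mean activation of all test compounds in the run plus 3 SD, cut at about 38% in these data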
# Target sequence (Q96RJ0 whole entry, looked up): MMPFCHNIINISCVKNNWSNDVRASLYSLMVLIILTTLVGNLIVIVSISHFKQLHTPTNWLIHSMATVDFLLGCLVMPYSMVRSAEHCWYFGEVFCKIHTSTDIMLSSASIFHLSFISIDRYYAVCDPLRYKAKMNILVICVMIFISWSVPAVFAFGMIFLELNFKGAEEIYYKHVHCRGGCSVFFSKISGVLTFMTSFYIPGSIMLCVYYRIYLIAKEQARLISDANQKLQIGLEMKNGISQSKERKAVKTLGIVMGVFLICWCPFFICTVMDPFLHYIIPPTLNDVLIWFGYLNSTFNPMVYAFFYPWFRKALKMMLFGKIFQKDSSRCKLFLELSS
#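 test system = CHO RD-HGA16 cells carrying human TAAR1 plus Gα16 | schedule = 17-24 h seeding, 75 min 37 °C dye, 30 min RT | compound dosing = 3 µM single concentration | control set = DMSO and PEA EC100 | replicates = n 1 | signal = Fluo-8 fluorescence, 5 s baseline then 140 s kinetic read | measure = percent activation vs PEA EC100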
# M1 ag – human M1 muscarinic receptor agonists, primary screen, Fluo-8 calcium fluorescence, CHO-K1 cells, HTS; activation, % at 3 µM; CHO-K1 hM1, agonist mode; 0% DMSO, 100% acetylcholine EC100; 360,000 compounds, 0.33% hits; AID 588814, 2011;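 active means activation above the run's mean compound activation plus 3 SD, cut at about 16% in these data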;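 further: peak over basal fluorescence ratio within a 140 s kinetic read after compound addition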
# M1 PAM – human M1 muscarinic receptor positive allosteric modulators, primary screen, CHO-K1 cells, Fluo-8 calcium fluorescence, 1536-well; CHO-K1 hM1, ACh EC20; 0% = ACh EC20, 100% = maximal ACh; AID 588819, 2011; Muscarinic acetylcholine receptor M1 (Homo sapiens), P11229; 360,000 compounds, 0.088% hits; activation, % at 3 µM; in the data active means activation above about 19%, passing the limit was not always enough
# TAAR1 antagonist – human TAAR1 antagonists, primary screen, Fluo-8 calcium fluorescence, CHO RD-HGA16 cells; Trace amine-associated receptor 1 (Homo sapiens), Q96RJ0; antagonist; inhibition, % at 3 µM; 360,000 compounds, 1.5% hits; AID 624466, 2012;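 active means inhibition above a per-plate cutoff, the mean inhibition of test compounds on that plate plus 3 SD, cut at about 49% in these data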;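 further: 0% = DMSO plus EC80 beta-PEA response and 100% = DMSO alone without agonist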
#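 System: CHO RD-HGA16 cells bearing hTAAR1. Reagent: EC80 β-phenethylamine stimulus. Schedule: seeding 17-24 h prior, 75-min 37 °C, 30-min RT dye loading. Signal: Fluo-8 intracellular calcium dye fluorescence, real-time kinetic reads. Read-out: % inhibition from peak post-agonist over basal fluorescence ratio. Benchmarks: vehicle wells and EC80 agonist wells. Replicates: n of 1.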
# CHO-K1 Ca antag – M1 antagonist counterscreen hit in parental CHO-K1 cells | ATP-induced calcium, Fluo-8 fluorescence | inhibition, % at 3 µM | 360,000 compounds, 0.6% hits;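 active means inhibition above a per-plate cutoff, the plate's mean sample inhibition plus 3 SD, cut at about 24% in these data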;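 further: 0% = DMSO plus EC80 ATP and 100% = DMSO alone without ATP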
# CHO parental Ca – ATP-evoked calcium signal inhibitors, parental CHO, primary screen, counter-screen for OX1R antagonist project, cell-based, fluorescence, Fluo-8 calcium dye; parental CHO-K1, ATP-induced calcium, Fluo-8 fluorescence; inhibition, % at 5.6 µM; 330,000 compounds, 0.63% hits; AID 463079, 2010;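 active means inhibition above that plate's mean sample inhibition plus 3 SD, cut at about 26% in these data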;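 further: 0% = ATP-challenged DMSO wells and 100% = DMSO wells without ATP; some compounds past the cut are filed as inactive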
#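 material = parental CHO cells | also added = ATP as calcium-mobilizing challenge | dosing = single point at 5.6 µM | detection = intracellular calcium via Fluo-8 no-wash fluorescent dye | read-out = % inhibition | benchmarks = low control ATP plus DMSO, high control DMSO only | repeats = one well per compound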
# * hit, by the source's call; . = not tested or not shown.
SMILES,CHRM1 antagonist,CHO-K1 Ca ag,CHO-K1 Ca PAM,TAAR1 ag,M1 ag,M1 PAM,TAAR1 antagonist,CHO-K1 Ca antag,CHO parental Ca
Cc1ccccc1N1C(=O)c2cccc3cccc(c23)C1=O,-7.7,0.8,5.5,0.4,-2.6,5.2,-11.8,-6.1,-16.0
O=C(Cc1sc(-c2ccccc2Cl)nc1-c1ccccc1)Nc1ccccc1,2.1,0.1,1.9,0.5,-3.7,0.1,-16.4,1.2,-4.9
CC(=O)c1ccc(-c2cnc3c(NC=O)cc(-c4ccc(N5CCN(C)CC5)cc4)cn23)cc1,-16.9,0.7,3.3,2.2,-7.1,5.4,6.3,2.5,.
Cc1nn(C)cc1C(=O)Nc1ccc2c(c1)OCCO2,-4.8,0.2,5.9,2.1,-1.8,4.2,-8.0,-19.0,2.0
CN(C)c1nc(N)nc(Nc2ccccc2C#N)n1,-13.5,0.2,20.1,6.3,-2.4,6.7,4.1,-8.8,-7.0
Cc1nc(C)c(-c2csc(Nc3ccc(C(=O)O)c(O)c3)n2)s1,-23.5,0.5,11.9,2.8,3.3,16.8,-7.2,-10.9,.
COc1ccc(OC)c(S(=O)(=O)n2c([N+](=O)[O-])cnc2C)c1,-16.4,-0.1,-7.7,-0.9,0.0,16.5,7.8,7.8,1.2
COc1cccc(CNC(=O)CCS(=O)(=O)c2ccc3c(c2)CC(C)N3C(=O)C2CC2)c1 (stereo not given),-8.6,3.4,6.8,7.2,-1.2,5.8,-13.8,-12.6,-20.4
COC(=O)c1ccc2nc(C)c(C)nc2c1,-7.6,0.0,7.5,8.5,-4.2,7.1,2.2,-2.4,-9.2
CCOc1ccc(NC(=O)CN(C)C(=O)CN2C(=O)C3CCCCC3C2=O)cc1OCC (stereo not given),-4.8,0.7,10.2,2.2,-2.3,4.2,-8.2,-14.2,-12.0
CCOc1ccccc1NC(=O)Cn1c(=O)n(CCC(=O)NC2CCCC2)c(=O)c2ccccc21,-9.8,0.4,3.7,.,-3.6,7.2,.,-11.1,-13.1
O=C(NCc1ccccc1)c1ccc(NS(=O)(=O)c2cccs2)cc1,19.1,0.5,-24.2,13.7,-2.2,-6.8,3.6,10.2,-2.0
CCOC(=O)c1ccccc1NC(=O)CN(c1ccccc1)S(=O)(=O)N(C)C,-4.4,1.1,16.4,-0.8,-8.1,4.6,3.5,-8.2,-19.5
Cn1c(CNc2ccccc2O)nc2ccccc21,0.7,0.2,-3.0,-0.1,-3.4,0.3,8.7,7.1,-3.9
COc1ccc(S(=O)(=O)Nc2cc3c(C(C)=O)c(C)oc3c3ccccc23)cc1,-9.3,0.0,-7.6,7.0,-3.7,9.0,10.4,-5.7,-12.6
COc1cccc(-n2nnnc2SCC(=O)NCCc2ccccc2)c1,-15.9,0.9,18.2,6.8,-0.8,-0.6,9.2,-12.7,-12.9
Nc1ccc(Cl)c(S(=O)(=O)Nc2ccccc2Cl)c1,-0.9,0.4,-7.2,2.1,-5.0,4.6,-23.5,-11.0,2.9
O=C(NCc1ccc(Cl)cc1)C1CC(O)CN1S(=O)(=O)c1ccc(Cl)cc1 (stereo not given),-6.1,2.1,8.4,-0.2,-4.1,5.7,0.6,-14.4,-13.0
O=C(OCC(=O)C12CC3CC(CC(C3)C1)C2)c1ccc(CO)cc1,-10.6,0.8,14.2,25.0,2.8,7.8,8.4,-19.8,-11.4
COc1cccc(-c2csc(NC3OC(=O)c4c3ccc(OC)c4OC)n2)c1 (stereo not given),-8.9,0.2,0.0,11.4,-3.5,7.8,-18.2,2.5,-11.9
O=c1[nH]cnc2c1sc1nc(C(F)F)cc(-c3ccccc3)c12,-2.1,-0.5,-12.2,5.6,-3.0,9.0,-25.7,0.6,-4.8
CCOC(=O)CCSc1cc(C)c2ccccc2n1,-8.5,0.3,9.4,-3.1,-4.2,3.2,-10.5,-11.8,6.5
CCOC(=O)C1(C)CCCN1C(=O)c1cccc(F)c1 (stereo not given),-10.5,2.5,-4.6,2.3,-2.1,3.6,-13.6,23.3,.
CC1(C)N=C(N)N=C(N)N1c1cccc(C(=O)O)c1,-3.9,0.6,16.6,4.9,-1.9,0.3,0.9,-16.1,-1.9
Cc1ccccc1-c1nnn(CC(=O)Nc2cccc(S(N)(=O)=O)c2)n1,-11.4,0.9,25.1,6.0,-4.3,11.3,-13.1,-11.0,7.1
COc1ccc(NC(=O)CNC(=O)Cc2cccc3ccccc23)c(OC)c1,-11.1,2.5,13.2,3.7,-2.5,5.1,16.1,-6.4,-28.7
CC(=O)Nc1ccc(S(=O)(=O)N2CCC(C(=O)NCCC(=O)Nc3ccccc3)CC2)cc1,-5.5,-0.1,10.9,0.6,4.5,19.0,-8.0,-4.1,-0.9
O=C(O)C/C=C(\NC(=O)OCc1ccccc1)C(=O)OCc1ccccc1,-6.9,0.2,7.8,1.1,-11.5,6.5,-5.9,9.0,-2.4
CC(C)Oc1ccc(CNC(=S)Nc2ccccc2)cc1Cl,7.9,4.6,-6.8,1.1,1.0,-3.2,20.9,4.3,0.3
COCCC(=O)N1CCC(Oc2ccc(C(=O)NCCC3=CCCCC3)cc2)CC1,6.8,3.4,-0.8,0.2,-0.4,0.2,6.8,-26.3,-14.7
Nc1ccc(-c2nc3cc(N)ccc3o2)cc1,-13.4,0.3,22.0,-0.2,-1.0,12.8,-9.1,-9.8,-10.8
COc1ccc(NC(=O)CN(C)C(=O)c2ccc3c(c2)S(=O)(=O)N=C2CCCCCN23)cc1,3.9,-0.1,14.2,-0.4,-1.8,6.4,-3.6,-3.2,-0.8
C#CCN(C(=O)c1ccc(OC)c(OC2CCN(C(C)C)CC2)c1)C1CCCCC1,1.6,0.1,25.8,0.0,-6.3,-0.9,9.0,4.9,.
COc1ccc(CN(CC(=O)NCC2CCCO2)C(=O)CCC(=O)Nc2cc(C)ccn2)cc1 (stereo not given),3.8,0.3,14.1,0.2,-4.3,3.0,-0.5,-10.0,.
Cc1ccc(NC(=O)/C=C/c2ccc([N+](=O)[O-])s2)c(C)c1,-6.8,0.1,-10.4,3.1,-6.0,-1.5,-2.1,15.5,-7.3
O=C(CSc1ccc2ccccc2n1)NCCC1=CCCCC1,1.5,0.1,11.5,6.2,-7.0,-8.7,-14.5,-9.2,-14.0
O=C(COC(=O)c1ccc(Br)o1)NCc1ccccc1Cl,0.4,0.5,11.7,16.2,-3.2,-3.2,-11.4,-25.7,-8.4
CCCCCCOc1ccc(C(=O)n2cnc(N)n2)cc1,-6.3,0.9,5.1,10.8,0.8,1.2,8.5,-28.9,7.5
Cc1ccc(S(=O)(=O)N2CCC(C(=O)N/N=C/c3cccnc3)CC2)cc1,-3.2,-0.6,24.5,3.0,-5.9,8.4,1.5,-4.7,-19.4
Cc1c(C(=O)Nc2c(F)cc(F)cc2Br)sc2ncn(CC(=O)N3CCCC3)c(=O)c12,-18.4,2.0,14.1,4.7,2.0,15.0,-10.1,-15.3,-5.3
O=C(CCNC(=O)c1ccccc1Cl)Nc1cc(C(F)(F)F)ccc1Cl,-7.9,0.5,-6.6,4.5,-6.9,0.8,-18.4,5.7,-2.3
CCOc1ccc(NC(=O)COc2ccc(N3CC(C(N)=O)CC3=O)cc2)cc1 (stereo not given),1.9,1.7,-9.2,12.2,-2.1,1.0,-6.7,-3.0,.
Cc1ccc(CCNC(=O)C23CN(Cc4ccccc4)CC2C(c2cccc([N+](=O)[O-])c2)=NO3)cc1 (stereo not given),11.3,0.4,14.4,9.7,-6.6,-3.5,-5.8,-11.0,-16.5
CCCC(=O)OCC(=O)Nc1cc([N+](=O)[O-])ccc1OC,0.1,-0.7,-11.3,2.4,-3.0,3.6,-3.3,12.7,-13.7
COc1ccc(C(CNC(=O)COc2ccccc2C)N2CCCC2)cc1 (stereo not given),-5.1,1.4,-4.7,3.9,-5.6,-1.4,-24.8,-1.3,-23.6
CCC(=O)OCn1nnc2ccccc2c1=O,-6.7,-0.1,0.7,-0.1,-16.2,0.9,-6.5,-11.7,-1.6
Nc1ccccc1C#CCCCCO,7.8,-0.3,-6.9,3.2,-0.6,8.5,6.8,-4.8,-3.9
CC(C)NC(=S)N=Nc1c(O)[nH]c2ccc(C(C)C)cc12,-7.9,0.5,6.4,6.8,-8.8,7.5,-6.8,-11.3,-35.3
C[C@H](CO)N1C[C@H](C)[C@@H](CN(C)C(=O)NC2CCCC2)Oc2cc(Br)ccc2S1(=O)=O,-14.3,0.1,3.7,0.9,-5.0,4.9,-15.8,-1.4,.
Nc1nc(Nc2ccccc2F)nc(NCCO)c1[N+](=O)[O-],0.1,0.5,17.3,1.5,-2.8,8.7,2.7,-10.1,-22.3
CC(C)N1CCC1(C)C(=O)Nc1nccc2cccnc12 (stereo not given),-9.8,-0.3,11.8,8.0,-4.5,5.8,-28.7,-3.5,.
CCOc1ccc(N(C)C(=O)CCc2nnc3ccc(N4CCC5(CC4)OCCO5)nn23)cc1,-5.6,-0.4,17.3,5.9,-2.2,10.1,-10.4,-1.6,-13.5
CCOc1ccc2ccccc2c1/C=N\NC(=O)OC,3.5,0.2,-0.1,1.0,-0.8,-1.3,-17.0,-4.9,-5.7
CC(C)c1ccccc1OCCCCCNCCO,8.7,1.1,-1.1,16.4,-10.9,-10.6,-12.6,0.4,-12.7
C[C@H]1CN=C(Nc2ccccc2)N1CCC1CCCCC1,-7.5,0.8,5.5,18.0,-8.3,3.7,-2.2,-6.7,-9.8

# Three compounds from above, sorted by length of the SMILES, low to high:
SMILES,CHRM1 antagonist,CHO-K1 Ca ag,CHO-K1 Ca PAM,TAAR1 ag,M1 ag,M1 PAM,TAAR1 antagonist,CHO-K1 Ca antag,CHO parental Ca
CC(C)c1ccccc1OCCCCCNCCO,8.7,1.1,-1.1,16.4,-10.9,-10.6,-12.6,0.4,-12.7
CC(C)NC(=S)N=Nc1c(O)[nH]c2ccc(C(C)C)cc12,-7.9,0.5,6.4,6.8,-8.8,7.5,-6.8,-11.3,-35.3
Cc1ccc(CCNC(=O)C23CN(Cc4ccccc4)CC2C(c2cccc([N+](=O)[O-])c2)=NO3)cc1 (stereo not given),11.3,0.4,14.4,9.7,-6.6,-3.5,-5.8,-11.0,-16.5

# High-throughput results (PubChem BioAssay)
